zVAD death inh – L929 zVAD cell death inhibition; L929 zVAD necroptosis rescue, ATP luminescence, 24 h; with zVAD 60 µM; viability rescue, % at 10 µM; actives 0.38% (n = 220,000);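 active means activation, scaled between plate controls, above about 75%, limit read from the data; inactive means activation under that limit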;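 further: 0% = zVAD with DMSO and 100% = DMSO alone without zVAD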
Hck-Nef inh – inhibitors of human Hck kinase activated by Nef | Recombinant Hck-YEEI plus Nef, Z-Lyte FRET kinase assay | inhibition, % at 20 µM | actives 0.68% (n = 220,000) | AID 463187;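 active means Hck-Nef kinase inhibition above about 50%, limit read from the data; inactive means inhibition below that limit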;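 further: 0% = DMSO with Hck plus Nef and 100% = Hck alone without Nef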
NCF1 inh – inhibitors of human p47phox binding. P14598. p47phox/p22phox peptide binding, fluorescence polarization, 2 h. inhibition, % at 24.7 µM. actives 0.53% (n = 220,000). AID 1274;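 active means inhibition above about 30%, limit read from the data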;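 further: 0% = p47phox with labelled peptide and 100% = labelled peptide alone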
Target sequence (P14598 whole entry, looked up): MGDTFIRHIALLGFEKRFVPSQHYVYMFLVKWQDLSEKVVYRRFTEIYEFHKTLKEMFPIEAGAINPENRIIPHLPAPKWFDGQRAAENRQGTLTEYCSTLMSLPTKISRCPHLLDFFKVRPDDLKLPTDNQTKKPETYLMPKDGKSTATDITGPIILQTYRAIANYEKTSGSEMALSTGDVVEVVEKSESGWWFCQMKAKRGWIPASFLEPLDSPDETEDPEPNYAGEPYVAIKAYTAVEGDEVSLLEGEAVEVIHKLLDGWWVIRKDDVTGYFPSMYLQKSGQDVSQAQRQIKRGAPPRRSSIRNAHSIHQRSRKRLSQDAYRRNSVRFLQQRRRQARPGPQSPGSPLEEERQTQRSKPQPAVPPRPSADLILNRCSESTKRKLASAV
TbHK1 inh – T. brucei hexokinase 1 inhibition; recombinant TbHK1, G6PDH-coupled NADH A340; inhibition, % at 10 µM; actives 0.11% (n = 220,000); AID 1430;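 active means inhibition of 50% or more in the single-dose primary screen; inactive means inhibition below 50%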
EBV gp42 inh – inhibitors of Epstein-Barr virus glycoprotein 42 | Q1HVG2 | Fluorescence polarization binding assay, mP read-out | inhibition, % (tested at 21.74 µM) | actives 0.42% (n = 220,000) | AID 1085; in the data active means inhibition above about 50%
Target sequence (Q1HVG2 whole entry, looked up): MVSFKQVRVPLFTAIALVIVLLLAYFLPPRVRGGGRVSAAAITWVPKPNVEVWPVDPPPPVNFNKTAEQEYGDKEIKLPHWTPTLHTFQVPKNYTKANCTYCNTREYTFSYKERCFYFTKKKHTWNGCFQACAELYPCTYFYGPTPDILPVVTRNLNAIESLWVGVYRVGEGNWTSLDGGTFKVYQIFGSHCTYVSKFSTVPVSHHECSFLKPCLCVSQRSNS
Runt-SMMHC FRET – Runt domain-CBFb-SMMHC interaction inhibition; Cerulean-Runt/Venus-CBFb-SMMHC FRET ratio 530/480, 1 h; inhibition, % at 20 µM; actives 0.74% (n = 220,000); AID 1434;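 active means mean inhibition across duplicate retests at 20 µM reaching about 50%, limit read from the data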;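 further: 0% = DMSO wells and 100% = wells with excess untagged CBFb-SMMHC; inhibitors lower the FRET ratio by blocking Runt binding to CBFb-SMMHC; some results filed as inactive read as strong as hits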
MDM2 E3 inh – Mdm2 E3 ligase (human) inhibition; Q00987; cell-based MDM2 ubiquitination luciferase reporter, 2 h; 0 = plate control, 100 = twice control, blank-subtracted; signal enhancement, % at 5 µM; actives 0.11% (n = 210,000);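 active means signal enhancement of 30% or more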;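 further: luminescence tracks abundance of the self-degrading MDM2-luciferase fusion protein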
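Timing – 2 h compound exposure at 37 °C · Assay system – mammalian cells stably expressing self-ubiquitinating, self-degrading MDM2 E3–luciferase fusion · Amount – 2000 cells seeded into each well · Measure – % luminescence enhancement versus blank-corrected plate control mean · Measured by – SteadyLite luminescence, 15 min reagent step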
14-3-3 Bad PPI – disrupts binding of bovine 14-3-3 zeta to phospho-Bad peptide; P63103; TR-FRET 14-3-3zeta/Dy647-pBad peptide displacement, 1 h; inhibition, % at 21.7 µM; actives 0.71% (n = 220,000); AID 781;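 active means inhibition above about 70%, limit read from the data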;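 further: 0% = full 14-3-3 plus peptide FRET controls and 100% = background without 14-3-3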
Target sequence (P63103 whole entry, looked up): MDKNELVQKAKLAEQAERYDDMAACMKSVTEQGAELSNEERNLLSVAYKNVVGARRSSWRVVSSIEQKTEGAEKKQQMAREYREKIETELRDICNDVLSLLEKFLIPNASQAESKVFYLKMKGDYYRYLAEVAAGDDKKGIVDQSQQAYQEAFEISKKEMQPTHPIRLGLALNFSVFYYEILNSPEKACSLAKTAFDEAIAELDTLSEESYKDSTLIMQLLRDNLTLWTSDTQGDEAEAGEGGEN
Runt-CBFb FRET – blocks binding of human RUNX1 Runt domain to CBFb. AID 1496. inhibition, % at 20 µM. Cerulean-Runt/Venus-CBFb FRET ratio 530/480, 1 h. Q01196+Q13951. actives 0.46% (n = 220,000);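 active means inhibition over about 50% at 20 µM in the single-dose screen, limit read from the data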;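 further: 0% = DMSO wells and 100% = excess unlabeled CBFb competitor control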
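Doses: 20 µM compound in 1% DMSO | Material: Cerulean-labeled Runt domain protein | Amount: Each fluorescent fusion protein 100 nM | Schedule: Two 1 h room-temperature incubations shielded from light | Measured by: FRET fluorescence | Evaluation: Loss of energy transfer signal | Controls: Unlabeled CBFb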
* = called active by the depositor; · = no result given; [ ] = remark or other dose. Rows were taken by chance. About 3.2% of those tested had a hit in this group.

Values in the order: zVAD death inh	Hck-Nef inh	NCF1 inh	TbHK1 inh	EBV gp42 inh	Runt-SMMHC FRET	MDM2 E3 inh	14-3-3 Bad PPI	Runt-CBFb FRET
- COC(=O)c1cccc(Nc2nc3ccccc3nc2C)c1
  35	10	-14	-9	0	-22	-14	-1	-7
- O=C(N/N=C/c1cccc([N+](=O)[O-])c1)c1ccc(Br)cc1
  4.2	24	-8	-3	19	·	-26	69	·
- CCCN(c1ccc(OCC)cc1)c1ncnc2nc[nH]c12
  3.1	2	-14	3	-5	2	-12	0	-1
- CCOC(=O)c1c(-c2ccccc2)nc2ccc(Cl)cn12
  0.1	0	-1	-4	1	-2	-6	7	-6
- Cn1c(=O)cc2c3c(c(N4CCCCC4)ccc31)C(=O)c1ccccc1-2
  0.4	27	34*	-11	74*	-15	-4	-30	-7
- Nc1nc(SCC(=O)Nc2ccc(Cl)cn2)n[nH]1
  -0.2	12	-3	2	-12	2	-4	2	0
- CC(C)(C)c1cc(C(=O)N/N=C/c2ccccc2O)n(-c2ccccc2)n1
  32	2	-9	-6	-10	9	-2	-5[fluorescence artefact?]	5
- CS(=O)(=O)N1CCC(C(=O)Nc2cccc(C(F)(F)F)c2)CC1
  -0.1	-8	-7	1	-11	-2	-2	14	-2
- O/N=C\c1cccn1-c1ccc(Br)cc1
  0.1	0	-12	-3	-2	-8	-2	1	5
- COc1ccc(C(C)=O)cc1COc1cc(C)c(Cl)c(C)c1
  0.4	13	-5	-5	-6	-2	-18	-2	-2
- O=C(O)CCC(=O)NCCn1c(-c2ccccc2)csc1=Nc1ccccc1
  0.9	-1	-5	-1	-16	5	-13	4	2
- O=C(N/N=C/c1ccncc1)c1ccccc1OCc1ccc(Br)cc1
  1.9	6	2	-1	-4	0	-17	8[fluorescence artefact?]	-3
- COc1ccc(S(=O)(=O)NCC2CCC(C(=O)N3CCC4(CC3)OCCO4)CC2)cc1 (stereo not given)
  0.6	2	-7	6	-30	-1	-5	17[fluorescence artefact?]	0
- CCCn1c(SCC(N)=O)nnc1-c1ccco1
  1.0	-1	-2	0	0	-2	-15	2	1
- CCOC(=O)c1c(N)sn(-c2ccccc2)c1=S
  14	-1	-4	-25	-16	0	-13	10	2
- CCCCN(C)C(=O)CC(NS(=O)(=O)c1ccc(NC(C)=O)cc1)C(C)C (stereo not given)
  0.9	0	-10	-4	-16	3	-15	-2	-2
- N#Cc1ccc(OCCOCCNC2CCCC2)cc1
  -0.6	0	-3	8	-13	3	-1	27	-1
- CCc1ccccc1NC(=O)/C(C#N)=C\c1ccc(Sc2ccccc2)o1
  0.4	2	-9	1	-10	-28	-7	5	-6
- CCCCN1C(C)=CC(=C2C(=O)c3ccccc3C2=O)C=C1C
  62	3	-12	-2	9	-2	-50	-13	-1
- O=C(N/N=C/c1ccncc1)C12CC3CC(CC(C3)C1)C2
  1.4	27	-2	2	-9	2	-14	-5	2
- COC(=O)c1cc(NC(=O)Nc2cccc(Cl)c2)ccc1Cl
  0.9	-1	-40	4	-14	-9	-6	4	0
- CCn1c(SCC(=O)NCCc2ccccc2)nnc1-c1cccs1
  -0.4	1	-9	-2	-7	0	6	4	0
- CCOC(=O)/C(=C/c1c[nH]c2ccccc12)NC(C)=O
  0.0	0	-8	-44	4	3	7	-8	0
- COc1ccc(CN2C(=O)CCC2(C)C(=O)NC2CCCCC2)c(OC)c1 (stereo not given)
  2.7	0	-7	6	-1	10	-11	7	0
- CCOC(=O)c1sc2nccc(N(C)C)c2c1N=CN(C)C
  2.1	15	-14	-17	-4	11	·	-4	27
- O=C(CCCn1c(=O)c2sccc2n(Cc2cc(=O)n3ccccc3n2)c1=O)NCc1ccco1
  0.6	3	3	-7	-7	1	-7	-1	2
- C#CCn1c(=NC(=O)c2ccc(Br)s2)sc2cccc(OC)c21
  14	24	-6	-19	-8	12	-5	19	4
- Cc1nn(-c2ccc(C(F)(F)F)cn2)c(C)c1Oc1ccccc1O
  -0.2	2	-9	1	1	1	-12	-7	2
- c1ccc(-c2cc(-c3ccc(N4CCOCC4)cc3)nc3ccccc23)cc1
  1.4	6	-14	-13	4	6	3	3	-1
- COc1cc(/C=C/CN2CCN(CCC(C)C)C(CCO)C2)ccc1O (stereo not given)
  -0.3	14	3	-3	-12	2	-19	-8	-2
- Fc1ccc(NC(=S)NCc2ccccc2Cl)cc1
  -0.5	2	0	-2	-8	3	-9	-12	-2
- COc1cccc(OC)c1C(=O)Nc1nc2ccc([N+](=O)[O-])cc2s1
  1.2	-12	-6	2	-5	2	·	10	0
- CC(C)[C@H](NS(=O)(=O)/C=C/c1ccccc1)C(=O)OCC(=O)NC(N)=O
  1.4	7	0	-13	-14	-4	·	10	2
- CC(CO)Nc1nc(SCc2ccccc2)nc2sc3c(c12)CCC3 (stereo not given)
  0.2	3	-22	-7	6	-2	-2	-9	-2
- Cc1cccc(Cl)c1NC(=O)N1CCCN(c2nc3ccc(Cl)cc3s2)CC1
  0.0	8	0	-11	-4	1	-18	-16	-5
- CCOC(=O)c1ccc2c(c1)n(CCO)c(C)[n+]2CC
  -0.1	1	2	2	32	0	-33	4[fluorescence artefact?]	-5
- CCN(CC)CCNC(=O)Cc1nn(CC)c(=O)c2ccccc12
  0.4	-1	-15	-3	-14	5	-18	1[fluorescence artefact?]	-3
- CC(=O)Nc1ccc(OCC=C(Cl)Cl)cc1
  -0.1	0	-7	3	-15	7	-14	-2	0
- Cc1ccc(-n2cccc2/C=C2/C(=N)N3C(=NC2=O)SN=C3S(C)(=O)=O)cc1
  3.0	26	-71	15	41	2	-18	10	-2
- Cc1cccc(C)c1N(CC(=O)Nc1cc(Cl)ccc1Oc1ccccc1)S(C)(=O)=O
  0.5	0	-15	2	2	4	-24	7	3
- N#CCCN(C(=O)COC(=O)COc1ccc(Cl)cc1)c1ccccc1
  1.4	10	2	-8	7	-1	-10	-3	2
- CC(=O)Nc1ccccc1-c1nc2ccccc2nc1OCC(=O)c1ccc(Br)cc1
  -0.1	0	-10	-19	-1	-3	18	5[fluorescence artefact?]	-2
- CCOC(=O)c1sc(=S)n(C)c1NC(=O)c1ccc(F)cc1
  0.6	-1	-5	-30	-11	-1	·	-4[fluorescence artefact?]	7
- CCCCOc1ccc(OCCNS(=O)(=O)N(C)C)cc1
  1.2	0	-4	-11	-11	-1	-14	4	-4
- CC1CC(C)(C)NC(=S)S1 (stereo not given)
  0.3	0	2	5	-7	-11	-3	0	6
- COc1ccc(S(=O)(=O)n2nc(OC(=O)c3cccs3)cc2NC(=O)c2cccs2)cc1
  0.6	-56	-16	-6	-11	0	·	-1	5
- COC(=S)Nc1cccc(C(F)(F)F)c1
  1.0	9	20	0	1	-7	-13	-2	-2
- Cc1ccc(S(=O)(=O)ON=C2CCN(S(=O)(=O)c3ccccc3)CC2)cc1
  0.7	-1	7	-1	-6	-4	1	44[fluorescence artefact?]	-1
- COc1ccc(N2C(=O)CSC23C(=O)N2CCCc4cccc3c42)cc1 (stereo not given)
  -0.2	1	-7	0	-6	-1	-2	2	0
- O=C(N/N=C/c1cccn1-c1cccc(C(=O)O)c1)Nc1ccccc1
  1.4	0	-14	13	-18	3	-9	-10[fluorescence artefact?]	3
- CN1CCN(Cc2c(O)ccc3c2oc(=O)c2ccccc23)CC1
  5.0	2	12	-84	-22	-14	-53	1	-2
- CCOc1cc2[nH]c(=O)n(Cc3ccccc3)c(=O)c2cc1OCC
  0.1	1	-4	-4	-6	6	-6	11	-3

Shown as comma-separated lines: 11 of the compounds above.
SMILES,zVAD death inh,Hck-Nef inh,NCF1 inh,TbHK1 inh,EBV gp42 inh,Runt-SMMHC FRET,MDM2 E3 inh,14-3-3 Bad PPI,Runt-CBFb FRET
CC(=O)Nc1ccccc1-c1nc2ccccc2nc1OCC(=O)c1ccc(Br)cc1,-0.1,0,-10,-19,-1,-3,18,5[fluorescence artefact?],-2
CCOC(=O)c1sc(=S)n(C)c1NC(=O)c1ccc(F)cc1,0.6,-1,-5,-30,-11,-1,·,-4[fluorescence artefact?],7
CCCCOc1ccc(OCCNS(=O)(=O)N(C)C)cc1,1.2,0,-4,-11,-11,-1,-14,4,-4
CC1CC(C)(C)NC(=S)S1 (stereo not given),0.3,0,2,5,-7,-11,-3,0,6
COc1ccc(S(=O)(=O)n2nc(OC(=O)c3cccs3)cc2NC(=O)c2cccs2)cc1,0.6,-56,-16,-6,-11,0,·,-1,5
COC(=S)Nc1cccc(C(F)(F)F)c1,1.0,9,20,0,1,-7,-13,-2,-2
Cc1ccc(S(=O)(=O)ON=C2CCN(S(=O)(=O)c3ccccc3)CC2)cc1,0.7,-1,7,-1,-6,-4,1,44[fluorescence artefact?],-1
COc1ccc(N2C(=O)CSC23C(=O)N2CCCc4cccc3c42)cc1 (stereo not given),-0.2,1,-7,0,-6,-1,-2,2,0
O=C(N/N=C/c1cccn1-c1cccc(C(=O)O)c1)Nc1ccccc1,1.4,0,-14,13,-18,3,-9,-10[fluorescence artefact?],3
CN1CCN(Cc2c(O)ccc3c2oc(=O)c2ccccc23)CC1,5.0,2,12,-84,-22,-14,-53,1,-2
CCOc1cc2[nH]c(=O)n(Cc3ccccc3)c(=O)c2cc1OCC,0.1,1,-4,-4,-6,6,-6,11,-3
